High-throughput results: PubChem, Broad Institute
ERAP1 HTS inh: blocks human ERAP1 aminopeptidase activity. recombinant ERAP1, Leu-AMC fluorescence, 60 min. inhibition, % at 10.7 µM. hit rate 0.15% among 340,000;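 active means mean replicate inhibition of at least 30%, or all replicates individually reaching that 30% level; inactive means mean below 30% and not every replicate reaching it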;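 further: 0% = neutral control wells and 100% = L-leucinethiol positive control wells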
Target sequence (Q9NZ08 whole entry, looked up): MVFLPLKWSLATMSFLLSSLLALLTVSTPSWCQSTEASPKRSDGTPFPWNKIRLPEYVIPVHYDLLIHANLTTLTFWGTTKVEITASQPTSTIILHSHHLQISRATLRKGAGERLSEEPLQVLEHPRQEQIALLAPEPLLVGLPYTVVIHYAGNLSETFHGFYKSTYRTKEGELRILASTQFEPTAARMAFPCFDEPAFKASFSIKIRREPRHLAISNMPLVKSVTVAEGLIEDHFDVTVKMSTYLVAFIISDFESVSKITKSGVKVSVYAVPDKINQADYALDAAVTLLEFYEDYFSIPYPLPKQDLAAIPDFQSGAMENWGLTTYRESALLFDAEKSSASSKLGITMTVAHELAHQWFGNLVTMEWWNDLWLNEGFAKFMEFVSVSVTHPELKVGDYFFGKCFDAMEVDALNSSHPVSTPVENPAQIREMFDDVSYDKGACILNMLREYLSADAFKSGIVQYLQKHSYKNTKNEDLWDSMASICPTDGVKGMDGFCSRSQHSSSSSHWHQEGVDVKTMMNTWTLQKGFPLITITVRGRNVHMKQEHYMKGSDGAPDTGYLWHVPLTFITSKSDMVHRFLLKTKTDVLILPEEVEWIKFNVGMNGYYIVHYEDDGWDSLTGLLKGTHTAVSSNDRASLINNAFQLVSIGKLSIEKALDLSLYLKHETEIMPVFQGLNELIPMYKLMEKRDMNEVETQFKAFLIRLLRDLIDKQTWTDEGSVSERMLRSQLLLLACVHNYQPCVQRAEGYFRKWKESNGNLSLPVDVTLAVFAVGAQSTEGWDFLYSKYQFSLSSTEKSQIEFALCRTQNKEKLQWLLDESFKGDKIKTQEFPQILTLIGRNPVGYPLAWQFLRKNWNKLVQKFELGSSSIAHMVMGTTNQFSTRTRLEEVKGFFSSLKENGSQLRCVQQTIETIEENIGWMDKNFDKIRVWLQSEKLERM
LGR2 inh: Drosophila LGR2 receptor signaling inhibition | HEK293 LGR2, CRE-luciferase, bursicon-stimulated, 4 h | inhibition, % at 9.99 µM | hit rate 0.35% among 380,000 | AID 720647;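 active means drop in luminescence signal, shown as inhibition above about 50% in the replicate tests, limit read from the data, passing the limit was not always enough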;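 further: agonist challenge used bursicon conditioned medium at about half maximal strength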
C2C12 statin: suppression of simvastatin myotoxicity; C2C12 myotubes + simvastatin, ATP luminescence, 48 h; scaled: DMSO 0, geranylgeraniol control 100; hit rate 0.78% among 330,000; rescue of ATP level, % at 7.49 µM; AID 602340;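 active means mean ATP rescue above about 67%, or every replicate alone reaching that limit, limit read from the data, passing the limit was not always enough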;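 further: myotubes were challenged with 10 µM simvastatin during compound exposure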
Cneo AK release: Cryptococcus neoformans lysis via adenylate kinase release. hit rate 0.2% among 360,000. lysis activity, % at 15 µM. C. neoformans lysis, adenylate kinase release luminescence, 4 h; normalised: neutral wells 0, clomiphene wells 100;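 active means mean lysis activity across replicates of at least 80%, whatever share of replicates individually reach that level; inactive means mean lysis activity below 80%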
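Material: C. neoformans cells; Schedule: 4 h static compound exposure, 37 °C, read 1 h post-reagent; Measured by: adenylate kinase release luminescence; Read-out: signal increase indicating cell lysis; Controls: Clomiphene as positive lysis control.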
Xi reactivation: X-chromosome reactivation activator. XiGFP mouse fibroblasts, % GFP-positive cells imaging, 3 d; cells co-treated with 5-aza-dC sensitizer; scaled so ellipticine positive control = 100%. activation, % at 7.58 µM. hit rate 0.055% among 360,000. AID 743238;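 active means mean normalized replicate activation at least 10% and every replicate at or above 10%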;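 further: 0% = median of on-plate neutral control wells and 100% = ellipticine 6 µM median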
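Schedule: 3 d treatment, 15 min room-temperature fixation; system: 68-5-11 XiGFP fibroblast line; buffer or medium: DMEM plus 5-aza-dC sensitizer; control set: ellipticine 6 µM positive control; compound: one concentration, pinned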
PGC1a acetyl inh: PGC1a acetylation modulation, inhibitor mode. inhibition, % at 15.6 µM. AID 651687. hit rate 0.17% among 350,000. U2OS PGC1a acetylation, AlphaScreen anti-acetyl-lysine; with virally co-expressed GCN5 acetyltransferase;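 active means every replicate shows inhibition of at least 40%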;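 further: 0% = neutral control wells and 100% = positive control wells; some results beyond the cut were filed as inactive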
SIRT5 inh: blocks human SIRT5 desuccinylation of peptide; Purified SirT5, succinyl-peptide AMC, trypsin-coupled fluorescence; AID 652115; hit rate 1.1% among 330,000; inhibition, % at 15 µM; in the data active means inhibition above about 15%
S100A4 inh HTS: S100A4-myosin IIA interaction inhibition | AID 652163 | S100A4/TAMRA-MyoIIA peptide fluorescence polarization | inhibition, % at 10.7 µM | hit rate 0.14% among 360,000;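 active means mean inhibition of at least 70% across replicates, with every replicate also reaching that level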
Target sequence (P26447 whole entry, looked up): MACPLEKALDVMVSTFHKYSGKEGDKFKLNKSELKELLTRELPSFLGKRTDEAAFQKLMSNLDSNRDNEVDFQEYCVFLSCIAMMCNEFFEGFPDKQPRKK
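Material: S100A4 monomer (human). Medium: Calcium-containing HEPES buffer, pH 7.2. Probe or stimulus: labelled myosin peptide probe, 5 nM. Compound dosing: one concentration per compound. Timing: polarization read 5 min after assay mix addition, stable 5–60 min. Benchmarks: DMSO as neutral control, TFP as positive control.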
The depositor's hits bear a star; nt = no result given. Some of the compounds tested; the hit share may differ from the screen's.

SMILES,ERAP1 HTS inh,LGR2 inh,C2C12 statin,Cneo AK release,Xi reactivation,PGC1a acetyl inh,SIRT5 inh,S100A4 inh HTS
CC(C)Oc1cccc(C(=O)C2CCCN(Cc3cnc(N4CCCC4)s3)C2)c1 (centres undefined),-3,0,nt,nt,0.1,-1,nt,-1
COc1ccc(-c2ccc([C@H]3[C@H]4CN(C(=O)c5ccc6c(c5)OCO6)CCCCN4[C@H]3CO)cc2)cc1,0,15,2,-1,0.4,-4,3,0
Nn1c(SCc2ccccn2)nncc1=O,-7,5,nt,nt,0.2,1,0,9
O=C(C1CCCC1)N1CC(=O)N2[C@@H](CO)[C@@H](c3ccc(C#Cc4cccc(F)c4)cc3)[C@@H]2C1,0,11,nt,nt,0.4,-1,-2,-1
CC(C)[C@H]1COCc2cn(nn2)CC[C@@H](Cc2ccccc2)C(=O)N1,0,-8,nt,6,0.0,nt,-1,-9
O=S1(=O)CC2NC(=S)N(c3cccc(Br)c3)C2C1 (centres undefined),2,5,nt,-1,0.0,10,-4,-44
CC(=O)c1cc(CCC(=O)NC2CCCCCC2)oc1C,2,-1,-225,1,0.0,-5,-3,1
COc1ccc(CCNC(=O)c2c(C)nc3ccccn23)cc1OC,-9,3,-5,3,0.2,-3,2,1
COc1ccc(S(=O)(=O)NC2CCCC2)cc1C(N)=O,1,-11,-8,-1,0.0,nt,-3,0
COC(=O)Cc1[nH]nc2c1C1(CCSCC1)C(C#N)=C(N)O2,0,1,1,nt,nt,nt,-4,-2
COc1cccc(NC(=O)N[C@H]2CC[C@H](CC(=O)Nc3ccccc3)O[C@@H]2CO)c1,1,-23,5,-1,-0.3,8,3,-3
CCCN1CNC(=S)N(CCc2ccccc2)C1,3,13,nt,nt,0.0,nt,-5,0
CCNC(=O)COC(=O)c1cc(S(=O)(=O)N2CCCc3ccccc32)ccc1Cl,nt,-14,-4,nt,0.0,-4,4,11
Cc1noc(C)c1S(=O)(=O)N(C)C[C@H]1OCCCC[C@@H](C)Oc2ccc(N(C)C)cc2C(=O)N([C@H](C)CO)C[C@@H]1C,-3,-13,32,-1,0.1,6,6,-5
CCC1Cc2[nH][nH]c(=O)c2C(CC)O1 (centres undefined),1,14,nt,nt,0.0,nt,0,6
Cc1cc(C)c2nc(N(CCCN(C)C)C(=O)C3=COCCO3)sc2c1,-5,2,-9,0,0.5,-18,-2,-3
O=C(COc1ccccc1Cc1ccccc1)Nc1cccnc1,0,2,8,0,0.1,-5,-6,0
NC(=O)CSc1nc2ccccc2nc1SCC(N)=O,-2,-36,nt,nt,0.0,2,0,-1
O=C1NC(=S)S/C1=C\c1coc2ccccc2c1=O,7,12,2,0,0.0,3,1,-15
CC1C/C=C/C=C/C=C/C=C/C(O[C@@H]2O[C@H](C)[C@@H](O)[C@H](N)[C@@H]2O)CC2OC(O)(CC(O)CC3OC3/C=C/C(=O)O1)CC(O)C2C(=O)O (some centres undefined),-5,nt,nt,nt,0.3,nt,0,-3
O=C1c2cccnc2C(=O)N1Cc1ccccc1,4,0,0,2,0.2,4,11,-2
Cc1cc(C)c2nc(Cl)c(C3NC(=O)c4ccccc4N3)cc2c1 (centres undefined),3,-33,nt,nt,-0.7,8,-3,-2
C[C@@H]1CN([C@H](C)CO)C(=O)c2cc(NC(=O)c3ccccc3)ccc2O[C@@H](C)CCCCO[C@H]1CN(C)S(=O)(=O)c1ccccc1,1,2,nt,-1,-0.1,1,0,-8
CCN(CC)CCNc1nc(C(F)(F)F)nc2c1nnn2Cc1ccccc1,-1,8,6,8,0.3,-5,1,-1
COCCN(C(=O)CSc1nc2ccc(Cl)cc2[nH]1)c1c(N)n(Cc2ccccc2)c(=O)[nH]c1=O,1,-13,nt,2,0.0,-3,-3,-9
CC1(C)N=C(N)NC(Nc2ccc(Cl)cc2)=N1,3,-8,1,1,0.0,nt,24*,-6
CC(Sc1ccsc1[N+](=O)[O-])C(=O)NCc1ccco1 (centres undefined),-1,4,nt,3,-0.1,-15,0,-7
O=C(NC1CCCCC1)C(c1ccc2ncccc2c1)N(Cc1ccco1)C(=O)c1ccc2c(c1)OCCO2 (centres undefined),nt,3,-146,4,nt,2,nt,nt
CN1c2ccc(-c3cccc(F)c3)cc2[C@@H]2[C@@H](CCN2C(=O)C2CCC2)[C@H]1CO,-2,-1,nt,nt,0.1,-11,-9,11
COc1ccc(S(=O)(=O)N2CCOCC2)cc1NC(=O)C1CCCN1C(=O)c1cccs1 (centres undefined),1,2,0,-2,-0.3,-4,0,2
C=CCN(C(=O)c1csnn1)C(C(=O)NCc1ccc(F)cc1)c1ccc(F)cc1 (centres undefined),3,1,-1,-2,0.1,nt,nt,30
O=C(Nc1ccc(S(=O)(=O)N2CCOCC2)cc1)c1nn(-c2ccc(F)cc2)ccc1=O,-1,2,-2,-1,0.0,0,-1,-3
Cc1cc(C)cc(N(C)S(=O)(=O)c2nnc(NC(=O)C(C)C)s2)c1,-2,3,1,2,0.0,-5,-1,-2
Cc1cc(CNCc2cn(C)nc2-c2ccc(Oc3ccccc3)cc2)on1,18,-3,nt,nt,0.1,nt,-2,-28
CS(=O)(=O)c1ccccc1C(=O)NC1CCCc2ccccc21 (centres undefined),2,7,nt,nt,0.0,nt,2,-3
O=C(C[C@@H]1CC[C@H](NC(=O)c2ccc3c(c2)OCO3)[C@@H](CO)O1)NCc1ccc(Oc2ccccc2)cc1,1,-3,22,-1,0.3,-12,-2,-14
CCn1nnnc1-c1ccc(OC)c(S(=O)(=O)Nc2ccc(C(=O)OC)cc2)c1,0,2,4,-3,nt,-4,nt,-3
COC(=O)[C@]1(Cc2ccccc2)N[C@H](CN(C)S(=O)(=O)c2ccc(F)cc2)[C@@H]2C(=O)N(C)C(=O)[C@@H]21,1,6,-1,0,0.0,13,-1,6
O=C(CCN1CCCCC1)NCC[C@H]1CC[C@H](NC(=O)C2CCOCC2)[C@H](CO)O1,2,-11,-7,-13,0.9,5,1,5
O=C(CN1CCOCC1)Nc1ccccc1C(=O)Nc1ccccc1,4,-13,-21,3,0.0,nt,nt,1
CC(=O)N[C@@H]1CC[C@H](CCNC(=O)C2CCC2)O[C@H]1CO,7,1,-4,-2,-0.4,1,1,12
COc1ccc2c3c(n(C)c2c1)[C@@H](CO)NCC31CN(S(=O)(=O)c2ccccc2)C1,2,8,nt,nt,0.0,13,nt,10
COCCN1CCC(CNCc2cn[nH]c2-c2ccc(C)c(C)c2)C1 (centres undefined),nt,-14,11,-3,-0.2,-3,-5,2
Cc1noc(C)c1NC(=O)Nc1ccc2c(c1)C(=O)N([C@H](C)CO)C[C@@H](C)[C@@H](CN(C)C(=O)Nc1ccccc1)OCCCC[C@@H](C)O2,0,1,45,4,0.3,2,-4,-8
CN1C[C@@H]2[C@@H]3C(=O)N(C)C(=O)[C@@H]3[C@](C)(C1=O)N2C(=O)c1ccccc1,-2,-13,-3,0,nt,11,2,-2
O=C(Nc1ccccc1)OC(CN1CCCCC1)C(F)(F)F (centres undefined),nt,15,4,3,nt,2,nt,nt
Cc1ccc(C(=O)NCCNc2nc3cc(C)c(C)cc3cc2C)cc1,nt,-9,-6,1,0.0,0,nt,nt
CC1(c2ccccc2)NC(=O)N(CC(=O)N2CCc3ccccc32)C1=O (centres undefined),0,3,-10,-2,0.1,5,nt,-32
CN(Cc1ccc2c(c1)CCCN2C)C(=O)[C@@H](Cc1ccccc1)NC(=O)[C@H]1O[C@@H](n2ccc(=O)[nH]c2=O)[C@H](O)[C@@H]1O,4,-8,nt,nt,0.5,nt,-1,5
CO[C@@H]1CN(C)C(=O)c2ccc(NS(=O)(=O)c3cccc(C)c3)cc2OC[C@H](C)NC[C@@H]1C,0,-7,9,1,-0.5,-5,-2,-5
CC(C)(C)NC(=O)c1ccccc1NC(=O)C1CCCO1 (centres undefined),-4,23,nt,nt,0.2,nt,-4,-12
Cc1cc2c(cc1C)-n1nnnc1C(N1CCN(CC(=O)N3CCCC3)CC1)C(=O)N2 (centres undefined),nt,6,nt,nt,0.0,nt,-1,-2
O=C(Nc1ccncc1)c1ccc2c(c1)S(=O)(=O)c1ccccc1C2=O,nt,-1,-19,-1,0.9,2,nt,-5
COc1ccc(CN(C)C[C@H]2OCCCC[C@H](C)Oc3ccc(NC(=O)Nc4ccc(C(F)(F)F)cc4)cc3C(=O)N([C@H](C)CO)C[C@H]2C)cc1,-1,nt,-60,0,0.1,-12,12,2
CCCNC(=O)[C@@H]1[C@@H](CO)[C@@H]2Cn3c(ccc(-c4ccc(F)cc4)c3=O)[C@@H]2N1CC1CC1,0,-1,-8,-4,0.6,nt,1,10
CCC(=O)N1[C@@H](CO)[C@@H]2c3ccccc3N(C(=O)c3cccc(OC)c3)C[C@@H]21,nt,13,4,-11,0.1,4,7,nt
N#CC1=C(N)Oc2cc(O)ccc2C1c1ccc(Br)s1 (centres undefined),0,-12,-7,-2,0.0,-13,1,1
CCOC(CCNC(=O)c1cn(C)c(=O)c2c1c1ccccc1n2C)OCC,0,-8,-6,-1,0.2,4,-5,4
C[C@@H]1CN([C@@H](C)CO)C(=O)Cc2cc(NC(=O)CCCN(C)C)ccc2O[C@@H]1CN(C)Cc1ccc(Oc2ccccc2)cc1,-2,0,nt,nt,-0.8,9,4,-1
Cc1ccc(C(=O)OC(C)C(=O)NC2CCCCC2C)s1 (centres undefined),4,7,1,0,0.2,-1,-7,0

(list continues)
SMILES,ERAP1 HTS inh,LGR2 inh,C2C12 statin,Cneo AK release,Xi reactivation,PGC1a acetyl inh,SIRT5 inh,S100A4 inh HTS
COc1ccc(CN(C)C[C@H]2Oc3ccc(NS(=O)(=O)c4ccccc4)cc3C(=O)N([C@H](C)CO)C[C@@H]2C)cc1,9,-19,-1,0,-1.2,0,12,-3
COc1ccc(OC)c(S(=O)(=O)NC(C)c2ccc(-n3ccnc3)cc2)c1 (centres undefined),2,16,-7,-1,0.0,14,0,-4
C[C@@H]1CN([C@@H](C)CO)C(=O)c2cc(NC(=O)CCN3CCOCC3)ccc2O[C@@H]1CN(C)Cc1ccc(C(=O)Nc2ccccc2N)cc1,-1,9,nt,nt,-0.7,0,nt,2
COc1cc([N+](=O)[O-])ccc1-c1ccc(/C=N/NC(N)=O)o1,nt,-10,12,3,0.6,0,4,10
COc1cc2c(cc1OC)[C@@H](NC(=O)c1ccncc1)[C@H](C)[C@H]2c1ccccc1,2,5,nt,nt,0.4,nt,-2,0

Compound profiles, from the list above.
COc1cc2c(cc1OC)[C@@H](NC(=O)c1ccncc1)[C@H](C)[C@H]2c1ccccc1 in the list: ERAP1 HTS inh: 2; LGR2 inh: 5; C2C12 statin: nt; Cneo AK release: nt; Xi reactivation: 0.4; PGC1a acetyl inh: nt; SIRT5 inh: -2; S100A4 inh HTS: 0
C[C@@H]1CN([C@@H](C)CO)C(=O)c2cc(NC(=O)CCN3CCOCC3)ccc2O[C@@H]1CN(C)Cc1ccc(C(=O)Nc2ccccc2N)cc1 in the list: ERAP1 HTS inh: -1; LGR2 inh: 9; C2C12 statin: nt; Cneo AK release: nt; Xi reactivation: -0.7; PGC1a acetyl inh: 0; SIRT5 inh: nt; S100A4 inh HTS: 2
